NCOA2 inhibitor = inhibits human steroid receptor coactivator 2. Q15596. HEK293 GAL4-SRC2 luciferase reporter, luminescence. inhibition, % at 9 µM. hit rate 0.17% among 370,000. AID 651957;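 active = inhibition above the mean inhibition of all tested compounds plus 3 SD, set per campaign, cut at about 52% in these data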;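 note: 0% = DMSO treated cells and 100% = cells given Gossypol at 36 µM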
NOD2-RIPK2 inh = inhibitors of human NOD2-RIPK2 interaction; O43353; CHO BLA complementation NOD2-RIPK2, CCF4 ratio; inhibition, % at 4.98 µM; hit rate 0.38% among 360,000; AID 624267; in the data active = inhibition above about 21%;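 note: 0% = vehicle only and 100% = reference blocker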
LMP1 NFkB inh = inhibitors of Epstein-Barr LMP1-induced NF-kappaB reporter; LMP1-induced NF-kappaB luciferase reporter cells, luminescence; hit rate 0.69% among 350,000; inhibition, % at 12.5 µM; AID 504558; in the data active = inhibition above about 41%;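 note: 0% = neutral control wells and 100% = reference inhibitor control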
ABHD5-PLIN5 inh = ABHD5-PLIN5 protein interaction inhibition; Split G. princeps luciferase complementation, luminescence, 4 h; inhibition, % at 4 µM; hit rate 0.78% among 360,000; Q00G26+Q8WTS1; AID 602281;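 active = inhibition above the mean inhibition across every tested compound plus 3 SD, cut at about 22% in these data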;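 note: 0% = DMSO only wells and the 100% control is not disclosed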
SRC3 inh = inhibits human SRC3 coactivator | AID 588352 | hit rate 0.17% among 360,000 | Q9Y6Q9 | inhibition, % at 3.6 µM | HEK293 GAL4-SRC3 luciferase reporter, luminescence;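 active = inhibition above a per-campaign cutoff, the mean of all compounds plus 3 SD, cut at about 60% in these data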;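 note: 0% = DMSO-treated cells and 100% = gossypol-treated cells at 36 µM; higher means less SRC3-driven luciferase light from the GAL4 reporter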
Target sequence (Q9Y6Q9 whole entry, looked up, the tested form may be a part): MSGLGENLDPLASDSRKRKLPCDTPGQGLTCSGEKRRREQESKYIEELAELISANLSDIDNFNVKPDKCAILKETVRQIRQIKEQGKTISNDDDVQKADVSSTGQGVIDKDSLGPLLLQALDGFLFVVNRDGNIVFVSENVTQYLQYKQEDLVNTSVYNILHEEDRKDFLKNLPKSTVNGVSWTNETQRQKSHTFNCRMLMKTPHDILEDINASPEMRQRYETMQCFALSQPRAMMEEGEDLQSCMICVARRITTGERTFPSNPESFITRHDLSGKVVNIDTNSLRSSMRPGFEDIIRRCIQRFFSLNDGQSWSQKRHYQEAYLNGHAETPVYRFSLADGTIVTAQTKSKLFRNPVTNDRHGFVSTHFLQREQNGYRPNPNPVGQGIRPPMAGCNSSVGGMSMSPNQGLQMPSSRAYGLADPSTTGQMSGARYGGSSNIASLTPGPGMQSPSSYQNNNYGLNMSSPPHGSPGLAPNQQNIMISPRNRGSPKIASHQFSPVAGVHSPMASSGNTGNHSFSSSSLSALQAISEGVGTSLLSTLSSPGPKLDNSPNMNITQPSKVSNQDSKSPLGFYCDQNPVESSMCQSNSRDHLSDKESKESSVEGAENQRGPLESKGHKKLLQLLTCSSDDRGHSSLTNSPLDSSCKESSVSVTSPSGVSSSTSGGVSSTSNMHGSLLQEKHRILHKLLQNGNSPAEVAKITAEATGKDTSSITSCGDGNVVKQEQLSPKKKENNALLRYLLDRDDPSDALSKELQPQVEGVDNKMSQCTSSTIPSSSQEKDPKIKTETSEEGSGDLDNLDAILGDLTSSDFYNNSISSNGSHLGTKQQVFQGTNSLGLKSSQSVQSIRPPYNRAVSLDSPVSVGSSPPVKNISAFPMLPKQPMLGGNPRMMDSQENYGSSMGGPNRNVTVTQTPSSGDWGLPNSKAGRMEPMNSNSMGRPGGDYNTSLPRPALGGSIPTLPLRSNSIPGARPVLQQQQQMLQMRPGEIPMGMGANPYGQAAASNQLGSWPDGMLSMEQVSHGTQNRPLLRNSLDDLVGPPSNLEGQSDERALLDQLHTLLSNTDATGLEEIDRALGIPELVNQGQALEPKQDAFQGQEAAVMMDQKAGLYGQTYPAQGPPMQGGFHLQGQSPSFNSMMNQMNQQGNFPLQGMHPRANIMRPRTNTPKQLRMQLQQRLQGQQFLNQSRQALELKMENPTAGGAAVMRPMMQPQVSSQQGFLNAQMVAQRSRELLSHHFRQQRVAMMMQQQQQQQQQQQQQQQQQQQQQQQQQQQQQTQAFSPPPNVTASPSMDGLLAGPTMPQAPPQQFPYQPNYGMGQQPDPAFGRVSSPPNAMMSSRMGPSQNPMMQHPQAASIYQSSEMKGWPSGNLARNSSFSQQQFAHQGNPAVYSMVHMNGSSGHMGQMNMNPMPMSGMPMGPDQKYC
LRH-1 inv ag = inverse agonists of human LRH-1 (NR5A2); O00482; HEK293T StAR-luciferase reporter, LRH-1 transfected, 24 h; inhibition, % at 3.6 µM; hit rate 0.13% among 360,000; AID 602396;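 active = inhibition above the mean inhibition of all tested compounds plus 3 SD, cut at about 73% in these data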;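 note: 0% = DMSO wells and 100% = reporter-only cells lacking LRH-1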
SRC1 inh = human NCOA1 inhibition; Q15788; inhibition, % at 3.6 µM; hit rate 0.12% among 360,000; AID 588354; HEK293 GAL4-SRC1 luciferase reporter, luminescence;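 active = inhibition above the campaign mean plus 3 SD, with each screening campaign given its own cutoff, cut at about 60% in these data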;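 note: 0% = DMSO treated cells and 100% = gossypol at 36 µM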
MC4R ag barr = activates human MC4R beta-arrestin recruitment; U2OS MC4R beta-arrestin complementation, luminescence; percent of melanotan II response, DMSO zero; activation, % at 8.9 µM; hit rate 0.98% among 360,000; AID 540308;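 active = activation above a per-plate cutoff, the mean activation of sample wells on that plate plus 3 SD, cut at about 8% in these data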
TLR9-MyD88 block = blocks human TLR9 binding to MyD88. CHO BLA complementation TLR9-MyD88, CCF4 FRET ratio. hit rate 0.21% among 340,000. inhibition, % at 4.98 µM. Q9NR96+Q99836;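 active = inhibition above the mean over all tested compounds plus 3 SD, cut at about 21% in these data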;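 note: 0% = DMSO only wells and 100% = clavulanate BLA inhibitor control wells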
NR2F2 inh = blocks human COUP-TFII nuclear receptor; P24468; HEK293T NGFI-A luciferase reporter, luminescence; inhibition, % at 8.6 µM; hit rate 0.7% among 370,000;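 active = inhibition above a per-plate cutoff, mean inhibition of test wells between control levels plus 3 SD, cut at about 38% in these data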;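 note: cells cotransfected with COUP-TFII expression vector driving the NGFI-A reporter; 0% = median of COUP-TF2 test wells and 100% = reporter-only cells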
MC4R antag cAMP = antagonists of human melanocortin 4 receptor (MC4R); P32245; MC4R-expressing cells, MTII-stimulated cAMP, LANCE TR-FRET; hit rate 0.48% among 360,000; inhibition, % at 6.5 µM;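 active = inhibition above its plate's cutoff, the mean of tested wells on that plate plus 3 SD, cut at about 29% in these data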;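 note: 0% = Melanotan II alone and 100% = Melanotan II plus saturating MCL0020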
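Assay system: U2OS-MC4R stable cell line; Also added: Melanotan II; Technique: Eu-cAMP/anti-cAMP TR-FRET, emission 671 nm; Times: 30-min compound, 1-h challenge, 1-h detection, room temperature.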
* = called active by the depositor; nt = no result given. The list is partial; rates above refer to the full screens.

MC4R antag cAMP	LMP1 NFkB inh	TLR9-MyD88 block	LRH-1 inv ag	ABHD5-PLIN5 inh	MC4R ag barr	SRC1 inh	NR2F2 inh	NCOA2 inhibitor	NOD2-RIPK2 inh	SRC3 inh	canonical_smiles
-11.7	35.4	19.0	4.0	3.5	-3.5	-3.6	0.0	-17.6	1.8	-21.9	CC(=NNC(=S)SCc1ccccc1)c1ccccn1
13.0	-5.7	18.1	5.0	-4.1	0.2	1.5	8.6	6.1	6.3	-6.9	Cc1c(C(=O)NCC2CCCO2)oc2ccc(S(=O)(=O)N3CCCCC3)cc12 (stereo unspecified)
-2.0	3.2	0.4	22.7	-6.1	6.1	-9.6	-18.8	-20.2	8.1	-22.9	CCOC(=O)C1=C(O)/C(=C/c2cc(OC)c(O)c(OC)c2)SC1=Nc1ccc(OC)cc1
0.7	-2.4	1.1	-0.7	11.1	0.9	-0.3	-8.7	4.2	1.1	-38.4	CCc1nc2ccccc2c(C(=O)OCC(=O)NC2CC2)c1C
-22.8	-1.3	-10.3	12.8	5.6	-1.9	6.6	-14.5	-13.4	-13.4	-3.5	COc1ccccc1NC1=C(NC(C)=O)C(=O)c2ccccc2C1=O
-0.1	-1.0	-4.1	-6.1	-1.9	-0.4	0.9	-7.0	-4.7	-1.6	6.1	COC(=O)c1sc(S(=O)(=O)NCc2cccs2)c(C(=O)OC)c1C
7.3	5.2	-1.7	19.4	-0.4	2.1	-29.9	6.5	5.5	-0.7	-15.9	COC(=O)[C@@]1(Cc2ccc(F)cc2)[C@H]2c3cc(C(=O)N(C)C)n(CCc4ccc(OC)c(Br)c4)c3C[C@H]2CN1C(=O)c1ccccc1
4.3	nt	nt	-25.5	6.2	1.0	12.0	nt	nt	5.2	-3.8	CCCOc1ccc(F)cc1-c1cc(C(=O)Nc2ccc(OC)nc2)[nH]n1
-0.7	-4.0	5.1	-37.7	1.9	1.8	-26.0	-17.6	-6.0	-15.4	-30.9	CC(C)(CCC(=S)N1CCOCC1)C1CCCCC1
1.3	-2.5	-4.2	3.3	1.8	-0.6	-3.8	-2.1	16.9	-7.7	-9.0	CC(=O)N[C@H]1[C@H](OC2CCCCC2)O[C@H](COC(C)=O)[C@@H](OC(C)=O)[C@@H]1OC(C)=O
0.3	36.1	-7.2	-15.3	7.3	-2.1	-14.6	4.0	10.3	-10.1	1.3	CN(C)S(=O)(=O)c1ccc(C(=O)Nc2nnc(-c3ccc4c(c3)CCCC4)o2)cc1
0.6	2.4	-6.1	7.6	4.4	-0.9	-11.6	-6.2	-25.6	-6.7	-1.8	Cn1c2ccc(F)cc2c2ncn(CCN3CCOCC3)c(=O)c21
-2.1	-14.0	-2.7	-43.2	7.8	-1.8	-37.9	-16.5	-19.0	-14.5	-46.8	Cc1ccc(NC(=O)/C=C2\NC(=O)CS2)cc1
1.4	3.6	11.1	-2.4	-4.6	-2.7	1.0	-11.7	-9.2	3.3	4.6	O=C(CCN1C(=O)C2CC=C(Cl)CC2C1=O)N1CCCCC1 (stereo unspecified)
12.8	-9.6	6.3	12.4	-5.1	0.0	-27.6	-6.5	19.5	0.8	-4.3	CC1Cc2ccccc2N1C(=O)CSc1nnc(CSc2ncccn2)n1C (stereo unspecified)

Some of these compounds in order of their number in SRC1 inh, lowest first:
| Compound | SRC1 inh |
| --- | --- |
| Cc1ccc(NC(=O)/C=C2\NC(=O)CS2)cc1 | -37.9 |
| CCOC(=O)C1=C(O)/C(=C/c2cc(OC)c(O)c(OC)c2)SC1=Nc1ccc(OC)cc1 | -9.6 |
| COc1ccccc1NC1=C(NC(C)=O)C(=O)c2ccccc2C1=O | 6.6 |

Carrying on:
MC4R antag cAMP	LMP1 NFkB inh	TLR9-MyD88 block	LRH-1 inv ag	ABHD5-PLIN5 inh	MC4R ag barr	SRC1 inh	NR2F2 inh	NCOA2 inhibitor	NOD2-RIPK2 inh	SRC3 inh	canonical_smiles
18.8	-4.7	-2.3	8.0	6.0	18.8*	-22.4	4.7	-0.2	-12.7	2.3	COc1ccc(Nc2nc(-c3ccncc3)nc3ccccc23)cc1
4.6	2.4	-0.6	21.2	5.1	0.2	-0.7	-8.9	-1.6	5.3	20.4	Cc1ccc(-c2csc3nnc(SCC(=O)Nc4nsc(-c5ccccc5)n4)n23)cc1
2.7	-8.6	-1.0	7.6	3.5	0.6	1.9	-15.5	11.4	-5.1	5.0	C[C@@H]1CN([C@H](C)CO)C(=O)CCCn2nncc2CO[C@@H]1CN(C)C(=O)Nc1ccnc(N2CCOCC2)c1
2.5	-22.8	7.7	-25.7	-5.5	-0.4	-26.4	-15.7	-24.9	6.3	-32.3	COc1cc(C)ccc1OCc1cc(C(=O)NC2CCOCC2)no1
3.0	0.1	-4.5	-13.3	1.1	1.0	1.8	-3.7	-11.6	-3.0	-6.6	Cc1cc(C)nc(NC(=O)CN2C(=O)c3ccccc3C2=O)n1
-0.8	13.8	-4.9	-167.9	-0.8	-1.8	-109.2	-22.5	-28.1	6.2	-110.3	c1ccc2c(Oc3ccc4c(c3)OCO4)nncc2c1
-10.7	11.4	-3.0	3.1	9.2	1.5	-9.2	-0.6	-32.0	-6.3	-36.5	Cc1cccc(Nc2ncccc2C(=O)NCc2cccs2)c1C
3.1	-9.1	-1.6	-21.7	-7.5	-1.0	-2.3	-19.4	-16.0	8.8	4.9	COc1ccccc1CNC(=O)Cn1cc([N+](=O)[O-])ccc1=O
6.8	-6.4	-8.5	4.8	7.2	-1.8	-8.2	-7.3	21.3	-10.3	-1.3	Cc1ccc(S(=O)(=O)N2[C@@H](c3ccc(Cl)cc3)C(C(=O)O)=CC[C@H]2c2cccc(Cl)c2)cc1
1.1	2.5	2.7	-4.4	0.6	-1.6	-0.3	4.0	-7.3	-0.9	6.5	COc1ccc(C2C(C#N)=C(N)OC3=C2C(=O)CC(C)(C)C3)cc1OC (stereo unspecified)
-1.3	-4.0	3.4	0.4	4.0	-0.2	-10.7	-4.1	-8.1	0.8	14.1	COc1ccc(CCNC(=O)C2CCN(C(=O)N(C)C)CC2)cc1OC
-1.4	-1.4	-8.6	19.1	-0.9	1.5	-12.7	-22.1	-20.3	3.5	7.2	COc1ccc(-c2cnc3nc(/N=C/N(C)C)nn3c2/N=C/N(C)C)cc1
-2.3	-2.6	-3.8	-58.7	4.4	0.2	-23.6	-11.1	9.1	5.5	-27.1	O=S(=O)(c1cccs1)N1CN(Cc2ccco2)c2nc3ccccc3nc21
0.6	-5.3	-5.0	1.0	-3.7	-3.8	0.3	1.7	-4.3	2.4	-0.5	Cc1ccc(C(=O)Nc2ccccc2C(=O)N2CCN(c3ccccc3)CC2)cc1
-1.7	-10.2	3.2	6.1	-0.3	12.3*	11.9	-4.3	-25.4	-2.4	1.8	O=C(Nc1ccc(F)cc1)c1cc(-c2ccncc2)nc2c(Cl)cccc12
8.5	4.4	-7.5	-21.5	-2.1	1.1	-11.3	2.9	21.7	-4.5	-22.1	COc1ccc(C2=NN(CCC(=O)NC3CCCCC3C)C(=O)CC2)cc1 (stereo unspecified)
0.8	9.7	-14.9	10.8	-5.8	1.6	-7.6	-11.1	4.6	-4.4	-11.6	Cc1nc(Nc2cccc(Cl)c2)c2oc3ccccc3c2n1
5.7	47.0*	-1.4	-1.7	0.1	-1.5	11.9	10.3	-15.6	2.5	-10.1	CCOc1ccc(N(CC(=O)N2CCc3ccccc32)S(=O)(=O)c2c(C)noc2C)cc1
-4.0	0.5	-1.4	7.9	6.2	0.8	-6.3	5.0	1.6	-8.7	23.1	COc1ccc(CCNC(=O)CCNS(=O)(=O)c2ccc3c(c2)CCN3C(C)=O)cc1OC
11.8	-13.3	2.4	-14.3	-3.1	-0.6	-11.9	6.4	1.9	1.2	13.2	O=C(CNCc1ccco1)Nc1cccc(S(=O)(=O)N2CCCCC2)c1
12.9	-2.2	-9.5	15.4	-0.4	2.4	-2.4	-11.9	-6.3	-4.6	-3.1	Cc1ccc(N/C(N)=N/c2nc(CSc3ccc(C)cc3)cc(=O)[nH]2)cc1
12.3	3.4	-0.6	10.8	-4.9	1.9	4.0	-11.8	-7.3	5.6	8.8	COc1ccc(-c2nc(-c3ccccc3)c(-c3cc([N+](=O)[O-])ccc3C)[nH]2)cc1OC
-0.3	4.5	-3.5	6.2	2.4	0.1	-12.3	2.8	-6.5	-6.2	-23.2	O=S(=O)(c1ccccc1)c1ccc(N2CCCCCC2)cc1
0.2	-0.4	4.7	-7.8	1.2	-1.1	5.4	-2.6	-17.0	-3.1	18.1	O=C(Cc1cc(=O)[nH]c(=O)[nH]1)N1CCC(Cc2ccccc2)CC1
-3.2	-1.0	1.6	-12.1	-0.5	-0.3	2.7	6.5	-6.5	1.9	-5.7	COc1cc2[nH]c(-c3cccc(F)c3)cc(=O)c2cc1OC
1.4	0.0	-0.5	-2.6	2.1	-1.1	6.7	10.8	-6.8	-4.1	-3.2	COc1ccc(C(=O)OCC(=O)NCC2CCCO2)cc1[N+](=O)[O-] (stereo unspecified)
-0.4	4.3	1.3	-3.5	-7.8	-2.5	4.5	-21.2	-14.8	-6.9	-1.5	COc1cccc2cc(C(=O)Nc3ccccc3Cl)/c(=N/NS(=O)(=O)c3ccccc3)oc12
-25.7	-3.6	8.6	-4.2	10.5	3.4	17.9	7.9	6.1	1.6	18.6	Cc1ccc(SCc2cc(=O)[nH]c(Nc3nc(C)c4ccccc4n3)n2)cc1
2.4	-1.3	-8.2	-29.0	-0.4	-1.2	-4.0	-3.9	-18.0	-0.4	8.2	NS(=O)(=O)c1cccc2cccnc12
11.7	-2.2	-2.9	-14.9	-1.9	-1.9	-51.8	-7.7	10.1	-5.9	-18.1	O=C(NCCc1cccnc1)c1cc(COc2ccc(F)cc2Cl)on1
4.8	nt	nt	4.5	5.1	1.4	0.1	13.3	10.9	-10.1	-9.0	CC1(C(=O)NS(=O)(=O)c2cccc(Cl)c2)CCN1C(=O)CC1CCCCC1 (stereo unspecified)
6.0	0.8	1.6	-2.8	8.5	0.5	6.6	-0.7	-55.8	-4.3	-6.1	CC(C)CN(C(=O)C1CCCO1)c1c(N)n(CC(C)C)c(=O)[nH]c1=O (stereo unspecified)
-3.9	-2.0	-5.0	2.5	-1.1	-1.5	-1.8	1.6	5.2	-10.7	-1.9	O/N=C(\CN1CCCCC1)c1ccccc1
3.8	-9.2	-6.4	1.6	3.3	0.5	-11.9	0.7	10.8	1.4	6.6	Cc1cc(=O)oc2c(CN3CCCCC3)c(O)c(Cl)cc12
10.0	4.3	-1.9	18.5	0.2	-1.2	-3.5	10.9	-9.6	1.0	14.3	Cc1cc(Cl)c(S(=O)(=O)Nc2cccc(O)c2)cc1OCC(N)=O
-2.5	6.7	11.5	-16.2	-0.8	1.1	14.2	-17.9	-13.0	-2.5	18.0	COC(=O)N/N=C/c1ccc(-c2cc(Cl)cc(Cl)c2)o1
5.9	-5.2	-5.2	-9.3	5.1	-2.1	6.3	15.8	-13.4	2.0	18.4	CC(C)(C)OC(=O)N1CCC(c2c(C(=O)NCC3CCN(C4CCCC4)C3)cnn2-c2ccccc2)CC1 (stereo unspecified)
